# Source: PubChem BioAssay (National Center for Advancing Translational Sciences (NCATS))
# KB-V1 cytotox: qHTS assay for MDR1-selective chemotherapeutics: Primary screen using the drug-selected MDR subline cells KB-V1 | KB-V1 MDR cells viability, CellTiter-Glo, 72 h | Potency, µM (titrated, usually from 46.1 µM), inactives show top-dose activity change, negative = cytotoxicity, hits mostly cytotoxic | 3.4% of 400,000 active | AID 1347076, 2019; note: potency is the fitted concentration of half-maximal effect; % is set by controls: 0 for no effect and ±100 for the full control effect; nearly all actives have a fitted effect of over 60% in size
#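 Cells of the MDR subline KB-V1 are plated, dosed with compound at multiple concentrations, and incubated 72 h at 37 degrees C; CellTiter-Glo is then added and luminescence read after 10 min.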
# MCF10A rereplic: A quantitative high throughput screen for small molecules that induce DNA re-replication in MCF 10a normal breast cells; 2.9% of 350,000 active; Potency, µM (top dose mostly 46.1 µM), for the others: at the highest dose activity, positive = re-replication, usual class: activators; MCF 10A DNA re-replication, Hoechst nuclear intensity, 48 h; note: potency is the fitted concentration of half-maximal effect; % of control where 0% means no effect; nearly all actives have a fitted effect of over 50% in size
# HT1080-NT tox: qHTS for induction of synthetic lethality in tumor cells producing 2HG: qHTS for the HT-1080-NT fibrosarcoma cell line; HT-1080-NT fibrosarcoma viability, CellTiter-Glo ATP luminescence, 48 h; Potency, µM (series often up to 46.1 µM), for inactives: at the top dose activity, negative = less viability, most hits filed as cytotoxic; 1.6% of 360,000 active; AID 686970, 2013;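 note: NT is the 2HG producing partner of a matched IDH1 knockdown line; potency is the fitted concentration of half-maximal effect; 0% = DMSO-treated cells and -100% = media-only wells without cells; nearly all actives have a fitted effect of over 55% in size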
#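 Viability by CellTiter-Glo luminescence after 48 h compound exposure at 37C of HT-1080-NT cells (750/well, RPMI, 5% FBS). % activity scaled between DMSO wells and medium-only wells, then curve-fitted and categorized by curve class.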
# IL-1B inflam inh: qHTS for Inhibitors of Inflammasome Signaling: IL-1-beta AlphaLISA Primary Screen. activity change, % at 57.5 µM. THP-1 LPS/ATP IL-1B secretion, AlphaLISA, 16 h; active compounds read low. 4.7% of 360,000 active; in the data active = activity change below about -50%; inconclusive = mostly about -30% to -49%; note: % is set by controls: 0 for no effect and ±100 for the full control effect
#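 Secreted IL-1B measured by AlphaLISA bead assay after 16 h compound exposure of THP-1 cells; compounds (final up to 57.5 uM) added 1 h before LPS (250 ng/mL) and ATP (1.25 mM) stimulation; lower signal means less secretion.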
# HEK293 tox: qHTS of GLP-1 Receptor Inverse Agonists: Cytotox Screen; HEK293 cAMP-luciferase reporter cells, luminescence, 24 h; Potency, µM (series often up to 38.3 µM), for the others: top-dose activity change, negative = inhibition, actives largely listed as inhibitors; 0.13% of 410,000 active;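 note: loss of luciferase light is scored as toxicity; potency is the fitted concentration of half-maximal effect; % is set by controls: 0 for no effect and ±100 for the full control effect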
#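 Seeding density was 200 cells/uL; after overnight-length (12 h) culture, 23 nL compounds went on for 24 h at 37 °C. Readout used a luciferase detection reagent, luminescence taken after 12 min at room temperature.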
# HT1080 IDH1KD tx: qHTS for induction of synthetic lethality in tumor cells producing 2HG: qHTS for the HT-1080-IDH1KD cell line; Potency, µM (doses to about 46.1 µM), for inactives: at the highest dose activity, negative = toxicity, usual class: cytotoxic; HT-1080 IDH1 knockdown viability, ATP luminescence, 48 h; 2% of 360,000 active;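 note: potency is the fitted concentration of half-maximal effect; 0% = DMSO wells and -100% = cell-free medium wells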
#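 In this qHTS, HT-1080 cells depleted of IDH1 are exposed for 48 h at 37 °C to compound titrations. Toxicity is scored from CellTiter-Glo luminescence, with DMSO as full viability and medium alone as none.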
# D3 ag: qHTS of D3 Dopamine Receptor Agonist: qHTS | D(3) dopamine receptor (Homo sapiens), P35462 | 0.58% of 410,000 active | max activation, % | D3R DiscoveRx beta-arrestin cells, luminescence, 90 min | AID 652048, 2013; in the data active = max activation above about 30%; note: 0% is about no effect; mostly tested at two doses, the higher about 12 µM
# Target sequence (P35462 whole entry, looked up): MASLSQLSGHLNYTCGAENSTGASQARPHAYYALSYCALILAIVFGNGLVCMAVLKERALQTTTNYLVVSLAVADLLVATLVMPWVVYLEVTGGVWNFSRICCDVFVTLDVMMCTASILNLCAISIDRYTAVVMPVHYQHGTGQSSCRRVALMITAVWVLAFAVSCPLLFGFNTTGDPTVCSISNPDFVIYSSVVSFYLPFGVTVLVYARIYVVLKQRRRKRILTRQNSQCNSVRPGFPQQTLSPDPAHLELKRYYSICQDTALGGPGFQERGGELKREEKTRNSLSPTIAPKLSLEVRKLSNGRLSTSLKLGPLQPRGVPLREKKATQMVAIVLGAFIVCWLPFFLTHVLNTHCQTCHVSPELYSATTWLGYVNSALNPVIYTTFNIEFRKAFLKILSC
#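 Cells at 1500/well, incubated overnight, then treated with pinned compounds (dopamine as control) for 90 min at 37 degrees C. DiscoveRx reagent added for 30 - 60 minutes at room temperature; luminescence read.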
# KB-3-1 tox: qHTS assay for MDR1-selective chemotherapeutics: Primary screen using the parental adenocarcinoma cell KB-3-1; AID 1347075, 2019; 1.4% of 400,000 active; KB-3-1 viability, CellTiter-Glo ATP luminescence, 72 h; Potency, µM (top dose mostly 46.1 µM), for the others: at the highest dose activity change, negative = cytotoxic, hits mostly cytotoxic; note: potency is the fitted concentration of half-maximal effect; % is set by controls: 0 for no effect and ±100 for the full control effect; nearly all actives have a fitted effect of over 60% in size
#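 Luminescent ATP read-out (CellTiter-Glo) measures survival of drug-naive KB-3-1 cells after 72 h compound exposure at 37 °C. Titration series was screened from lowest to highest concentration, with DMSO vehicle plates as background controls.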
# SW480 rerep: A quantitative high throughput screen for small molecules that induce DNA re-replication in SW480 colon adenocarcinoma cells; SW480 DNA re-replication, Hoechst DNA content imaging, 48 h; Potency, µM (doses to about 46.1 µM), without a hit: at the top dose re-replication activation, actives largely listed as activators; 1.8% of 340,000 active; note: potency is the fitted concentration of half-maximal effect; % of control where 0% means no effect; nearly all actives have a fitted effect of over 55% in size
#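 DNA re-replication was detected as more nuclei of elevated Hoechst intensity after 48 hr exposure to compound (23 nL pinned per well of 250 cells).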
# Numbers without * were called inactive; ? = inconclusive; · = not tested or not shown; [ ] = remark or other dose. Unless noted, calls come from the whole dose curve; as a rule, active = well fitted curve in the direction sought with a large enough effect; inconclusive = small, poorly fitted or top-dose-only effect, or another doubt; inactive = no such curve, though single readings can be large; an effect the other way counts as inactive or inconclusive.
SMILES,KB-V1 cytotox,MCF10A rereplic,HT1080-NT tox,IL-1B inflam inh,HEK293 tox,HT1080 IDH1KD tx,D3 ag,KB-3-1 tox,SW480 rerep
Cc1ccc(OCC(=O)N2C(C)CCCC2C)c([N+](=O)[O-])n1 (stereo unspecified),0%,-2%,10%,13,9%,5%,3,0%,-7%
C/C=C\C=C/C(=O)Nc1cccc(C2=NOC3(C2)C[C@@H](C(N)=O)N(C(=O)COc2ccc(Cl)cc2)C3)c1 (stereo partly specified),-9%,-26%,-3%,?,?,0%,-3,0%,?
COCCNC(=S)N(CCCO)Cc1cc2cc3c(cc2[nH]c1=O)OCCO3,?,-1%,5%,7,15%,9%,1,12%,-21%
O=C(COC(=O)CCS(=O)(=O)c1ccccc1)NC(=O)c1ccc(OC(F)F)cc1,8%,10%,-3%,0,7%,-8%,-3,-10%,1%
O=C(Nc1ccc2c(c1)OCCO2)C1CCC1,-3%,10%,14%,-12,2%,19%,-7,2%,-7%
COc1ccccc1C(=O)N/N=C/c1c[nH]c2ccccc12,-6%,0%,0%,7,-12%,-2%,-6,7%,-32%[inhibitor]
Cc1nn(CCC(=O)N2CCN(S(=O)(=O)c3ccccc3)CC2)c(C)c1C,-15%,4%,2%,14,-20%,4%,-1,-1%,-3%
CC(C)Oc1ccc(C(=O)N2CCCC2C(=O)O)cc1 (stereo unspecified),-6%,-1%,8%,14,-1%,8%,-2,0%,-2%
COc1ccc2c(C)c(CCC(=O)NCc3ccccc3Cl)c(=O)oc2c1C,-2%,·,·,·,-1%,·,2,-2%,·
Cc1cc(/C=C(\C#N)C(=O)NCCc2c[nH]c3ccccc23)c(C)n1C,9%,11%,-1%,?,27%,-14%,5,23%,4%
O=C(Nc1nc(=S)ss1)c1ccc(Cl)cc1Cl,-16%,0%,-3%,-15,8%,-8%,-2,-9%,3%
CCOC(=O)C1CCN(Cc2cnc(Oc3ccc(Cl)cc3C)s2)CC1,3%,3%,16%,-3,2%,-1%,-21,-22%,2%
C[C@H](CO)N1C[C@H](C)[C@@H](CN(C)C(=O)Nc2ccc(C(F)(F)F)cc2)Oc2c(NC(=O)Nc3ccc4c(c3)OCO4)cccc2C1=O,0%,28%,-23%,?,-17%,-9%,-12,-2%,2%
Cc1cc2c(c(N)n1)c(=O)oc1ccccc12,-8%,?,-18%,-6,67%[activator],-25%,10,-5%,-1%
COc1ccc(CNc2ccc3c(c2)ncn3C)cc1OC,?,24%,16µM*,34,-25%,16µM*,1,?,10µM*

# Of the compounds above, these have fluorine:
SMILES,KB-V1 cytotox,MCF10A rereplic,HT1080-NT tox,IL-1B inflam inh,HEK293 tox,HT1080 IDH1KD tx,D3 ag,KB-3-1 tox,SW480 rerep
O=C(COC(=O)CCS(=O)(=O)c1ccccc1)NC(=O)c1ccc(OC(F)F)cc1,8%,10%,-3%,0,7%,-8%,-3,-10%,1%
C[C@H](CO)N1C[C@H](C)[C@@H](CN(C)C(=O)Nc2ccc(C(F)(F)F)cc2)Oc2c(NC(=O)Nc3ccc4c(c3)OCO4)cccc2C1=O,0%,28%,-23%,?,-17%,-9%,-12,-2%,2%

# Carrying on:
SMILES,KB-V1 cytotox,MCF10A rereplic,HT1080-NT tox,IL-1B inflam inh,HEK293 tox,HT1080 IDH1KD tx,D3 ag,KB-3-1 tox,SW480 rerep
Cc1ccccc1SCC(=O)Nc1cc(C(F)(F)F)ccc1N1CCOCC1,?,6%,3%,-70*,-19%,0%,1,-4%,?
COc1cccc(/C=N/NC(=O)C[n+]2ccccc2)c1O,9%,?,1%,9,-19%,-1%,1,-8%,?
O=C(COC(=O)Cc1c(Cl)cccc1Cl)NC1CCCC1,-10%,2%,6%,-8,-10%,-10%,2,1%,-4%
CC(C)(C)c1ccc(C(=O)NCCNC(=O)c2ccco2)cc1,?,-2%,0%,41,5%,-9%,1,5%,-3%
Cc1nc(CCNC(=O)Cc2ccc(Cl)cc2)cs1,21%,5%,11%,-13,17%,6%,1,0%,-5%
CCOc1ccc(-c2nc(-c3cccnc3)no2)cc1OCC,-1%,?,-4%,-22,3%,-7%,5,-11%,-6%
CCc1cccc(C)c1NC(=O)c1cccc(N(C)C)c1,-3%,-4%,1%,24,-9%,5%,2,-7%,-2%
Cc1cc2c(NC(=O)CCCC(=O)O)cccc2nn1,?,-4%,18%,11,-5%,17%,-16,11%,-11%
COc1ccc(-c2n[nH]c(=S)n2-c2ccc(C)cc2)cc1OC,-12%,1%,3%,27,-26%,4%,-6,18%,0%
Cc1ccc(Cc2c(-c3ccc(Cl)cc3)nc3ccc(Br)cn23)cc1,-28%,·,-11%,43,-22%,-16%,-2,-11%,·
CC(=O)Nc1ccc(N/C=C/C(=O)c2ccc(C)o2)cc1,15%,23µM*,-15%,-26,6%,-18%,-5,-6%,0%
CCOc1ccccc1NC(=O)CCS(=O)(=O)c1ccc2c(c1)CCN2C(C)=O,-8%,0%,0%,13,-2%,4%,1,1%,0%
CCOCCSC1=C(C#N)C(c2cccs2)C(C(C)=O)=C(C)N1 (stereo unspecified),0%,4%,1%,-22,-2%,-11%,-6,19%,3%
Cc1ccc(NC(=O)C2(c3ccccc3)CC2(Cl)Cl)cc1C (stereo unspecified),-9%,21µM*,-1%,-10,5%,-2%,4,0%,4%
COc1ccc(OCC(O)Cn2c(Nc3ccccc3)nc3c2c(=O)n(C)c(=O)n3C)cc1 (stereo unspecified),16%,?,8%,-4,-14%,7%,1,11%,0%
Cc1ccc2nc(SCc3nc4c(cnn4-c4ccccc4)c(=O)[nH]3)[nH]c2c1,2.3µM*,?,7%,53,3%,9%,15,2.6µM*,-2%
CCC(CC)C(=O)N(C)c1c(C)nc2c(OCc3cc(Cl)cc(Cl)c3)cccn12,?,·,?,4,-1%,?,-9,-12%,·
Cc1c(C)c2cc(Cl)c(OCC(=O)NCCCn3ccnc3)cc2oc1=O,11%,-30%[inhibitor],1%,?,0%,5%,-1,-3%,-4%
Cc1cc(C)cc(N(CC(=O)N2CC=C(c3ccccc3)CC2)S(=O)(=O)c2c(C)noc2C)c1,-11%,-1%,0%,-7,7%,5%,14,?,6%
[O-]/C(=C(\C(=S)Nc1ccccc1F)[n+]1ccccc1)c1ccc(-c2ccccc2)cc1,-14%,7%,?,14,7%[0.307 µM],2%,1,15%,3%
COC(=O)CN1C(=O)COc2ccc(S(=O)(=O)N3CCCC3)cc21,-18%,0%,-4%,-16,4%,1%,16,-2%,-15%
O=C(N/N=C1\CCSc2ccc(F)cc21)c1cccnc1,-5%,-4%,6%,-23,-2%,8%,-15,4%,-12%
Cc1cc(C)nc(-n2nc(C)cc2NC(=O)c2cc3ccccc3oc2=O)n1,2%,-12%,15%,-8,0%,17%,2,?,-4%
COc1ccc(OC)c(C(=O)CSc2nc3ncccc3[nH]2)c1,?,4%,-4%,-14,5%,-8%,-5,26%,-2%
CCN(CC)S(=O)(=O)c1csc(C(=O)OCC(=O)c2ccccc2)c1,5%,1%,0%,1,6%,-4%,-1,3%,-10%
CCOc1ccc(/C=N/NC(=O)C(O)c2ccccc2)c(O)c1 (stereo unspecified),-8%,8%,?,95,-24%,12µM*,-4,-8%,?
COc1ccccc1N1CCN(C(=O)C2=CC=CN3CCS(=O)(=O)N=C23)CC1,-11%,-10%,-4%,-9,6%,-9%,4,?,-19%
NC(=O)CSc1ncnc2c1cnn2Cc1ccccc1,-8%,0%,0%,14,2%,2%,1,8%,1%
CCC(CC)NC(=O)COC(=O)c1ccc(OCC(=O)Nc2ccccc2OC)c(OC)c1,5%,0%,-2%,9,7%,-7%,-2,5%,4%
O=C(Nc1ccc(F)cc1F)c1cc2n(n1)C(C(F)(F)F)C1CCCCC1N2 (stereo unspecified),28%,?,-21%,21,11%,-19%,2,4%,3%
CC(=O)Nc1ccc(OCC(O)CN2CCN(c3cc(Cl)ccc3C)CC2)cc1 (stereo unspecified),4.1µM*,?,?,-28,?,?,-58,?,23%
Cc1ccc(C)c(NC(=O)CN(C)S(=O)(=O)c2ccc(F)cc2)c1,-2%,12%,10%,3,5%,26%,-4,-14%,8%
Cc1[nH]c(=O)[nH]c(=O)c1S(=O)(=O)N1CCCC(C(=O)NCc2ccco2)C1 (stereo unspecified),4%,-10%,13%,25,2%,14%,5,10%,-2%
O=C(CCc1ccccc1)NNC(=S)NCc1ccc(Cl)cc1,-24%,14%,4%,-9,0%,8%,4,-5%,-3%
COc1cc(OC)cc(C(=O)NC(=S)Nc2ccc(NC(=O)c3ccco3)cc2)c1,9%,24%,?,9,16%,?,2,3%,5%
O=C(O)C1CC(O)CN1C(=S)Nc1ccccc1 (stereo unspecified),5%,-4%,1%,10,-12%,9%,-2,1%,-3%
CCc1ccc2[nH]c(C(=O)Nc3ccc(Br)c(C)n3)cc2c1,5%,0%,-3%,-1,1%,8%,-8,-1%,-4%
c1ccc(Oc2ccccc2-c2cc(NCCc3cccnc3)n3nccc3n2)cc1,6%,·,?,17,1%,1%,-2,0%,·
Cc1ccc(C(=O)Nc2ccc(NC(=O)c3cccs3)cc2)cc1[N+](=O)[O-],0%,1%,26%,-24,-17%,7%,-15,-12%,-4%
COc1ccc(CC(=O)OCC(=O)NCCc2ccccc2)cc1OC,4%,2%,-5%,-4,-8%,-6%,-10,0%,-8%
